Salmonella PhoP GFP – Inhibition of PhoP regulon, Salmonella typhi GFP reporter cells, confirmation, 4 h (AID 1850); 310,000 tested, 0.33% active; inhibition, % at 50 µM; hits with a dose series show IC50 in µM; Salmonella Typhi PhoP-promoter GFP reporter, fluorescence, 4 h; higher % means a stronger effect; in the data active means a potency from the dose series; inconclusive means inhibition mostly from about 25% at the one dose, without a potency; inactive means the rest, 99 in 100 with inhibition below about 19%;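 further: 0% = induced wells with vehicle and 100% = uninduced wells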
tuberculosis growth – growth inhibition of non-replicating M. tuberculosis (AID 488890); Mycobacterium tuberculosis non-replicating, growth inhibition; higher % means a stronger effect; inhibition, % at 25 µM, or IC50 in µM where a hit was titrated; 320,000 tested, 0.39% active; in the data active means a potency from the dose series; inconclusive means inhibition mostly from about 82% at the one dose, without a potency; inactive means the rest, 99 in 100 with inhibition below about 76%;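 further: plate controls were DMSO cells for no effect and high antibiotic wells for full effect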
influenza NS1A – NS1A inhibition, H1N1 influenza, cell based functional assay (AID 504329); NS1A functional cell-based assay, percent inhibition; higher % means a stronger effect; one-dose inhibition, % at 12.5 µM; IC50 in µM for titrated hits; 340,000 tested, 0.3% active; in the data active means a potency from the dose series; inconclusive means inhibition above about 27% without an active follow-up result; further: strong numbers were not always called active
VEEV TC-83 Vero – inhibitors of VEEV TC-83 cytopathic effect, confirmation, Vero cells (AID 588727) | Vero cells, VEEV TC-83 cytopathic effect inhibition; higher % means a stronger effect | inhibition, % at 20 µM, or IC50 in µM where a hit was titrated | 350,000 tested, 0.13% active; in the data active means a potency from the dose series; inconclusive means inhibition mostly from about 14% at the one dose, without a potency; inactive means the rest, 99 in 100 with inhibition below about 12%; further: strong numbers were not always called active
M. tuberculosis HTS – M. tuberculosis growth inhibition, HTS (AID 449762); M. tuberculosis H37Rv growth inhibition, 7H9 media; higher % means a stronger effect; inhibition, % at 25 µM; hits with a dose series show IC50 in µM; 330,000 tested, 0.59% active; in the data active means a potency from the dose series; inconclusive means inhibition above about 70% without an active follow-up result;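 further: bacterial growth assessed after seven days of incubation; strong numbers were not always called active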
VEEV TC-83 Vero 10K pilot screen – second read-out of VEEV TC-83 Vero, no call of its own (marks repeat the call); inhibition, %; measured here: 10K pilot screen inhibition
Starred values were filed as active, the others as inactive; i = inactive; ? = inconclusive; . = not tested or not shown. An unsorted share of the library. About 1.4% of those tested had a hit in this group.

SMILES	Salmonella PhoP GFP	tuberculosis growth	influenza NS1A	VEEV TC-83 Vero	M. tuberculosis HTS	others
CCc1ccc(S(=O)(=O)Nc2c(NC3CCCCC3)c3ccccc3oc2=O)cc1	-13%	11%	-4%	4.2%	-7%
CC(=O)N1CC[n+]2c(-c3ccc([N+](=O)[O-])cc3)csc21	10%	63%	21%	0.1%	-9%
O=C(NCCN1CCN(c2cccc(Cl)c2)CC1)Nc1ccccc1	-17%	?	10%	i	13%
Cc1cc(C)c(C(=O)NC2CC(C)(C)Cc3c2cnn3-c2ccccc2)o1 (stereo not given)	1%	22%	6%	2.0%	7%
COc1ccc(CC(NC(C)=O)C(=O)NC2CCN(C(=O)NCc3ccccc3)CC2)cc1 (stereo not given)	-10%	-9%	7%	3.0%	-9%
COc1ccc2nc(NCc3ccccc3)[nH]c2c1	19%	54%	0%	4.9%	-8%
COc1cccc(NC(=O)CN(C)C(=O)C(Sc2ccccc2)c2ccccc2)c1 (stereo not given)	.	.	8%	8.8%	.
CCCc1cc(=S)n2c([nH]c3ccccc32)c1C#N	-1%	-6%	1%	6.6%	-5%
O=C(O)Cn1cc(C(=O)C(F)(F)F)c2ccccc21	-4%	-4%	0%	i	2%
CCOC(=O)N1CCN(C(=O)CSc2nc(=O)n3cccc(C)c3n2)CC1	-6%	-10%	-9%	0.6%	0%

An excerpt from above in order of formula weight, rising.
SMILES	Salmonella PhoP GFP	tuberculosis growth	influenza NS1A	VEEV TC-83 Vero	M. tuberculosis HTS	others
CCCc1cc(=S)n2c([nH]c3ccccc32)c1C#N	-1%	-6%	1%	6.6%	-5%
O=C(O)Cn1cc(C(=O)C(F)(F)F)c2ccccc21	-4%	-4%	0%	i	2%
Cc1cc(C)c(C(=O)NC2CC(C)(C)Cc3c2cnn3-c2ccccc2)o1 (stereo not given)	1%	22%	6%	2.0%	7%

Next compounds
SMILES	Salmonella PhoP GFP	tuberculosis growth	influenza NS1A	VEEV TC-83 Vero	M. tuberculosis HTS	others
CC(=O)c1cccc(-n2c(CCC(=O)O)ccc2-c2cccs2)c1	-1%	64%	7%	i	3%
COC(=O)C1=C(N)Oc2c(oc(CO)cc2=O)C1c1ccc(F)cc1 (stereo not given)	-1%	-1%	.	i	7%
COc1ccc(/C=N/Nc2ncc(C(F)(F)F)cc2Cl)c(OC)c1OC	-7%	16%	-14%	1.2%	5%
Cc1ccc(SCc2nc(N)nc(Nc3ccccc3C)n2)c(C)c1	-3%	15%	5%	1.3%	8%
COc1ccc(C2(c3ccc(OC)cc3)NC(=O)NC2=O)cc1	5%	6%	-7%	1.9%	4%
COc1cc2c(cc1Cl)/C(=C\CCN(C)C)c1ccccc1S2	2%	73%	26%	4.6%	32%
COC(=O)c1ccc(CNC(=O)/C=C/c2cc([N+](=O)[O-])ccc2OC(F)F)cc1	-14%	-13%	-13%	i	-13%
Cc1ccccc1NS(=O)(=O)c1cc2c3c(c1)CC(=O)N3CCC2	5%	17%	1%	0.1%	7%
O=C(CCC(=O)n1ncc2ccccc21)N1CCCCC1	-7%	9%	2%	i	10%	VEEV TC-83 Vero 10K pilot screen=1.6
CCN(C(=O)CSc1nc2ccccc2o1)C1CCS(=O)(=O)C1 (stereo not given)	5%	2%	-9%	3.0%	-9%
CC1CN(C(=S)Nc2ccc(F)cc2F)CC(C)O1 (stereo not given)	-2%	-13%	-8%	6.4%	-4%
O=C(O)c1cc(NN=Nc2cccc([N+](=O)[O-])c2)cc([N+](=O)[O-])c1	-5%	5%	-13%	0.4%	0%
Cc1ccc(S(=O)(=O)Oc2ccccc2/C=N/O)cc1	0%	2%	-9%	0.7%	1%
Cc1ccc(NC(=O)C2CCN(S(C)(=O)=O)CC2)cc1Cl	-2%	15%	17%	0.4%	40%
O=C(CC1(O)C(=O)c2ccccc2C1=O)c1ccccc1	-7%	29%	8%	0.3%	2%
C/C(=N/NS(=O)(=O)c1ccc(C)cc1)c1cccc(NC(=O)c2cccc(Cl)c2)c1	5%	-9%	-20%	7.7%	5%
COC(=O)CC1=C(C(=O)OC)C(c2cc(OC)c(OC)cc2OC)C(C#N)=C(N)O1 (stereo not given)	-7%	-3%	5%	0.5%	-1%
CC(=O)c1cn(C2OC(CO)C3OC(C)(C)OC32)c(=O)n(C)c1=O (stereo not given)	14%	-8%	.	1.4%	-11%
Cc1cc(C(=O)NNC(=O)c2ccc(C)c([N+](=O)[O-])c2)c(C)o1	.	.	-5%	1.9%	.
O=C(COC(=O)C12CC3CC(CC(O)(C3)C1)C2)N1CCN(S(=O)(=O)c2ccc(Cl)cc2)CC1	-6%	15%	12%	4.6%	-3%	VEEV TC-83 Vero 10K pilot screen=0.9
COc1ccccc1OCC(=O)Nn1c(=S)[nH]c2ncccc2c1=O	-4%	-12%	-2%	0.1%	7%
O=S(=O)(c1ccc(Cl)c(NC(=S)Nc2ccccc2N2CCOCC2)c1)N1CCOCC1	0%	42%	5%	4.9%	3%
O=C(N/N=C/c1cccc(O)c1)c1ccc(COc2ccc3c(c2)CCC3)o1	5%	37%	9%	7.2%	1%
COc1ccc(C[C@@H]2CN3C(=NC[C@@H]3C)N2C[C@H](C)NC(=O)c2ccc(C)c(Br)c2)cc1	10%	66%	0%	1.2%	1%
CCOc1cc(C(=O)Nc2cnccn2)cc(OCC)c1OCC	0%	.	3%	2.8%	.
CC1=NN=C(c2ccccc2)C(c2c[nH]c3ccccc23)N1O (stereo not given)	-1%	-16%	-18%	2.3%	-5%
CC1(C(=O)N2CCN(c3ccc([N+](=O)[O-])cc3)CC2)CC1(Cl)Cl (stereo not given)	-1%	77%	-1%	3.8%	3%
Cc1ccc(OCC(=O)NC(=S)Nc2ccc(Br)c(C)n2)cc1	0%	0%	7%	i	67%
Cc1ccc2c(CN3CCCCC3C)cc(=O)oc2c1C (stereo not given)	.	.	-6%	i	.
Cc1ccc(C(=O)/C=C/c2ccco2)c(O)c1	-4%	19%	8%	3.6%	-2%
COc1ccc(/C=C2\SC(=O)N(CCC(=O)N3CCCCC3CCO)C2=O)cc1 (stereo not given)	4%	20%	6%	3.9%	8%
CCN1CCN(c2nc(-c3cccs3)nc3ccccc23)CC1	-4%	-16%	-4%	i	-2%
O=C(NCCCN1CCC(Cc2ccccc2)CC1)C1CC(=O)N(C2CCCC2)C1 (stereo not given)	-11%	.	7%	0.7%	-4%
O=C(CSc1nnc(-c2ccncc2)o1)NCc1ccccc1	-1%	?	0%	0.6%	-1%
FC(F)Oc1ccc(/C=N/NC(=S)Nc2cc(C(F)(F)F)ccc2Cl)cc1	3%	-7%	-7%	0.4%	3%
CN(NC(=O)COc1ccccc1)C1=NS(=O)(=O)c2ccccc21	3%	4%	4%	7.8%	2%
O=C(CCC(=O)c1cccs1)NNC(=O)c1ccccc1O	-2%	2%	-2%	6.3%	36%
COc1ccc(N2CCCC2)c(NC(=O)COc2ccccc2)c1	4%	11%	12%	0.4%	2%
Cc1onc(-c2ccccc2)c1C(=O)Nc1ccc2c(c1)OCCO2	-17%	-5%	1%	i	-9%
Cc1ccc(S(=O)(=O)NCc2ccccc2)cc1C(=O)N1CC(C)CC(C)C1 (stereo not given)	6%	-5%	-5%	0.3%	2%
O=C(/C=C/c1cccc([N+](=O)[O-])c1)c1ccco1	14%	?	-19%	2.1%	?
N#Cc1c2c(c(-c3ccccc3)[nH]c1=O)CCCC2	.	.	4%	1.1%	.
CCOC(=O)c1ccc2c(c1)nc(-c1ccc(F)cc1)c1nccn12	-7%	-12%	-62%	0.3%	-4%
CCCC(C)n1[nH]c(=O)cc1N (stereo not given)	-14%	3%	-4%	0.1%	-4%
CCOc1ccccc1N1CCN(Cc2c(C)n(C)n(-c3ccccc3)c2=O)CC1	5%	0%	0%	1.8%	5%
CN(C#N)c1nc(N2CCOCC2)nc(N2CCOCC2)n1	10%	1%	16%	i	2%
CCOC(=O)c1sc(NC(=O)CCSC)nc1C	7%	38%	-17%	i	-16%
FC(F)(F)c1ccc(CN2C[C@@H]3C(c4ccc(C(F)(F)F)cc4)C4(c5cccnc5)CC3(C4)[C@H]2c2ccccc2)cc1 (stereo not given in full)	6%	30%	-1%	i	11%
Cc1cccc(C)c1OCC(=O)Nn1c(COc2ccccc2)nc2ccccc2c1=O	-7%	-4%	-1%	0.5%	3%
Cc1ccc(C(=O)O)cc1N1C(=O)CCCC1=O	0%	1%	-1%	0.7%	-1%
(list continues)
SMILES	Salmonella PhoP GFP	tuberculosis growth	influenza NS1A	VEEV TC-83 Vero	M. tuberculosis HTS	others
Cc1ccccc1C(O)c1cccnc1 (stereo not given)	-5%	-3%	4%	0.9%	-5%
CC1(C)Cc2c(cnn2-c2ccc(F)cc2)C(NC(=O)c2cnccn2)C1 (stereo not given)	-5%	20%	-2%	3.8%	-5%
CC(=O)c1cccc(OCC(=O)N(C)CC(=O)Nc2ccc(F)cc2)c1	-11%	11%	.	.	10%
O=C(CN1CCN(S(=O)(=O)c2ccccc2)CC1)Nc1ccccc1C(=O)NC1CC1	.	25%	-13%	9.1%	-5%
Cc1nnc(SCC(=O)N2CC(=O)Nc3ccccc32)n1Cc1ccccc1	3%	-1%	20%	0.7%	1%
O=C(NCCNc1ccc([N+](=O)[O-])cc1C(F)(F)F)c1cccc(F)c1	-7%	37%	-8%	6.3%	6%
Cc1c(C(=O)N2CC[C@@H](N3CCC(O)CC3)[C@H](O)C2)[nH]c2ccc(Cl)cc12	1%	-10%	4%	2.4%	-2%
CC(C)NS(=O)(=O)c1ccc(CCC(=O)NCc2ccc3c(c2)OCO3)cc1	1%	5%	5%	0.7%	-11%
O=C(NCCO)/C(=C\c1ccco1)NC(=O)c1cccs1	-9%	-2%	5%	i	-3%	VEEV TC-83 Vero 10K pilot screen=0.3
COc1ccc(NC(=O)c2oc3ccccc3c2NC(=O)c2ccco2)cc1	5%	13%	3%	3.6%	-4%
CC1(c2nnc(-c3cccc(Cl)c3)o2)CC(c2ccccc2)=NO1 (stereo not given)	0%	71%	-2%	0.1%	-1%
O=c1oc2ccccc2cc1C1=Nn2c(nnc2-c2cccnc2)SC1	-8%	.	18%	i	-1%
CC(NC(=O)CN1C(=O)NC2(CCc3ccccc32)C1=O)c1ccccc1 (stereo not given)	.	.	-9%	i	-3%
O=C(CSc1n[nH]c(=O)[nH]c1=O)N/N=C/c1ccccc1	-6%	-14%	-5%	0.8%	2%
CCCC(=O)Nc1ccc(N2CCCCC2)cc1	0%	-6%	1%	0.6%	-2%
O=C(NCc1nc2ccccc2[nH]1)C1=C[C@@H](c2ccc(C(F)(F)F)cc2)C[C@@H](OCc2ccc(CO)cc2)O1	0%	39%	0%	3.6%	62%

Among those listed so far, twelve contain an aryl methoxy group.
SMILES	Salmonella PhoP GFP	tuberculosis growth	influenza NS1A	VEEV TC-83 Vero	M. tuberculosis HTS	others
COc1ccc(CC(NC(C)=O)C(=O)NC2CCN(C(=O)NCc3ccccc3)CC2)cc1 (stereo not given)	-10%	-9%	7%	3.0%	-9%
COc1ccc2nc(NCc3ccccc3)[nH]c2c1	19%	54%	0%	4.9%	-8%
COc1cccc(NC(=O)CN(C)C(=O)C(Sc2ccccc2)c2ccccc2)c1 (stereo not given)	.	.	8%	8.8%	.
COc1ccc(/C=N/Nc2ncc(C(F)(F)F)cc2Cl)c(OC)c1OC	-7%	16%	-14%	1.2%	5%
COc1ccc(C2(c3ccc(OC)cc3)NC(=O)NC2=O)cc1	5%	6%	-7%	1.9%	4%
COc1cc2c(cc1Cl)/C(=C\CCN(C)C)c1ccccc1S2	2%	73%	26%	4.6%	32%
COC(=O)CC1=C(C(=O)OC)C(c2cc(OC)c(OC)cc2OC)C(C#N)=C(N)O1 (stereo not given)	-7%	-3%	5%	0.5%	-1%
COc1ccccc1OCC(=O)Nn1c(=S)[nH]c2ncccc2c1=O	-4%	-12%	-2%	0.1%	7%
COc1ccc(C[C@@H]2CN3C(=NC[C@@H]3C)N2C[C@H](C)NC(=O)c2ccc(C)c(Br)c2)cc1	10%	66%	0%	1.2%	1%
COc1ccc(/C=C2\SC(=O)N(CCC(=O)N3CCCCC3CCO)C2=O)cc1 (stereo not given)	4%	20%	6%	3.9%	8%
COc1ccc(N2CCCC2)c(NC(=O)COc2ccccc2)c1	4%	11%	12%	0.4%	2%
COc1ccc(NC(=O)c2oc3ccccc3c2NC(=O)c2ccco2)cc1	5%	13%	3%	3.6%	-4%

Screening results as filed in PubChem.
